Screens: PubChem, several laboratories
AID2073: disruptors of CaV2.2 binding to Mint1 – biochemical, HTRF (AID 2073). HTRF protein-protein interaction, Mint1-CaV2.2; higher % means a stronger effect. inhibition, % at 20 µM; hits with a dose series show IC50 in µM. hit rate 0.19% among 290,000; in the data active = inhibition mostly above about 51%, no sharp cut-off; inconclusive = no clear call, values can overlap the other calls; inactive = mostly below about 53%; note: some results filed as inactive read as strong as hits
HIV peptide binding: inhibitors of HIV fusion peptide binding, primary screen, biochemical, uHTS, fluorescence dequenching (AID 1986); cell-free peptide binding, fluorescence dequenching, 30 min; higher % means a stronger effect; one-dose inhibition, % at 20 µM; IC50 in µM for titrated hits; hit rate 0.3% among 290,000; in the data active = inhibition mostly above about 52%, no sharp cut-off; inactive = mostly below about 76%; note: some results filed as inactive read as strong as hits
Yfh1-off respiration: enhancers of respiration in Yfh1-depleted yeast, dose response, Friedreich's ataxia, plus single-dose screen (AID 1465); S. cerevisiae Yfh1-off respiration, WST-1 reduction, 72 h; higher fold induction means a stronger effect; hit rate 0.074% among 220,000; fold induction at 50 µM; hits with a dose series show EC50 in µM;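 active = fold induction of absorbance versus untreated yeast above a set limit, then at least 30% activation at any dose in follow-up; inconclusive = repeats straddling the limit, or above it without dose testing; inactive = fold induction below the set limit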;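 note: activators that raise dye reduction in frataxin-depleted yeast; strong numbers were not always called active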
Dynein cargo inh: dynein cargo transport inhibition; 3617.4 mouse cells, GR-EGFP nuclear translocation imaging; test concentration mostly 20 µM; stimulated with dexamethasone, 1 µM; hits give low values; z-score, hits read low; hit rate 0.47% among 220,000; AID 1381;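 active = plate z-score of nuclear minus cytoplasmic receptor signal below a set negative limit, without overly bright fluorescence or cell loss, cut at about -3.5 in these data, passing the limit was not always enough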;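 note: z-score of nuclear minus cytoplasmic ring GR-EGFP intensity difference per well; some compounds called inactive have numbers as strong as hits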
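Buffer or medium – tet-free medium with charcoal-stripped serum · Signal – automated 10x imaging of fixed Hoechst-stained cells · Also added – dexamethasone agonist, 1.0 µM final, for 30 min · Incubation – induction 48 h, compound 1 h, agonist 30 min · Read-out – GR-EGFP nuclear translocation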
bCat nuc transl: modulators of beta-catenin nuclear translocation; HeLa beta-catenin nuclear translocation, immunofluorescence imaging; nuclear translocation activity, % at 5 µM; hit rate 0.3% among 190,000;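 active = nuclear translocation activity above 50% at 5 µM, with a well cell count of 50 or more; inconclusive = wells under 50 cells across six images, flagged as toxic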;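 note: per-cell ratio of nuclear to cytoplasmic median beta-catenin stain intensity; plate controls were DMSO negative control for no effect and GSK-3 inhibitor IX positive control for full effect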
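Read-out: Nuclear/cytoplasmic beta-catenin signal ratio, % activation | Assay system: Human HeLa cell line | Times: 24 h compound exposure at 37°C, 5% CO2 | Signal: Fluorescence imaging of beta-catenin antibody stain plus DAPI | Dosing: 5 µM primary, 0.02–20 µM confirmation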
Autophagy mod: autophagy modulation, high-content screen; MEF GFP-LC3 puncta imaging; test concentration mostly 10 µM; calls only at 10 µM (by protocol); hit rate 0.98% among 190,000; AID 463193;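 active = percentage of spot-positive cells more than 3 SD above its plate mean, without a fluorescence outlier flag or 80% toxicity; inconclusive = no clear call, values can overlap the other calls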;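 note: spot-positive cell cutoff set from DMSO-treated cells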
MT stabilize HCS: microtubule stabilization, imaging screen. HeLa tubulin immunostaining HCS, 24 h; share of cells brighter than vehicle mean+2SD. % tubulin-high responders, % at 10 µM. hit rate 0.83% among 200,000;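 active = plate Z-score above 3 for both tubulin-high and condensed-nucleus cell shares, with cell loss under 80%, at 10 µM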;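 note: anti alpha tubulin signal scored within the nucleus-defined area of each cell; some results filed as inactive read as strong as hits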
WT yeast gro inh: growth inhibition of WT yeast, mitochondrial fusion screen | inhibition, % at 10 µM | mitochondrial fusion phenotypic screen, WT strain | hit rate 2.1% among 190,000 | AID 1362; in the data active = inhibition above about 58%; tested in S. cerevisiae
Ins promoter up: MIN6 insulin promoter up-regulation | MIN6 insulin promoter-GFP reporter, high-content imaging; hits give high values | z-score at 5 µM | hit rate 0.3% among 190,000 | AID 1625;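 active = z-score above 3 at 5 µM with at least 500 cells counted in the well; inconclusive = wells under 500 cells, flagged as cytotoxic or low count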
WT yeast gro inh mutant strain: recorded beside WT yeast gro inh, whose call it bears; inhibition, %; mitochondrial fusion phenotypic screen, mutant strain inhibition
Dynein cargo inh cytoplasmic EGFP: also measured in Dynein cargo inh; calls as there; z-score; measured here: cytoplasmic GR-EGFP intensity; hits give high values
Dynein cargo inh nuclear GR-EGFP: recorded beside Dynein cargo inh, whose call it bears; z-score; measured here: nuclear GR-EGFP intensity;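 lower value marks the stronger effect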
Dynein cargo inh cell count: further read-out of Dynein cargo inh, marked with its call; z-score; measured here: cell count per field
Ins promoter up cell count: further read-out of Ins promoter up, marked with its call; cell count; measured here: cytotoxicity, nuclei count;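 total cells summed across four imaged fields per well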
bCat nuc transl cell count 5 µM: recorded beside bCat nuc transl, whose call it bears; cell count; measured here: cell count, cytotoxicity flag
MT stabilize HCS Hoechst-high %: also measured in MT stabilize HCS; calls as there; % Hoechst-high responders; measured here: nuclear condensation Hoechst responders;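 share of cells brighter than vehicle mean plus two SD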
MT stabilize HCS cytotoxicity %: further read-out of MT stabilize HCS, marked with its call; toxicity, %; measured here: cytotoxicity by cell density;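 0% = mean cell density of plate MIN control wells and 100% = no cells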
Autophagy mod cell loss 18 h: second read-out of Autophagy mod, no call of its own (marks repeat the call); toxicity, %; measured here: cell loss, nuclei count;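 cell loss after 18 h compound exposure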
* marks the source's active call; other numbers are inactive results; i = inactive; ? = inconclusive; · = no result given; + = active, no number.

entry	compound	AID2073	HIV peptide binding	Yfh1-off respiration	Dynein cargo inh	Dynein cargo inh cytoplasmic EGFP	Dynein cargo inh nuclear GR-EGFP	Dynein cargo inh cell count	bCat nuc transl	bCat nuc transl cell count 5 µM	Autophagy mod	Autophagy mod cell loss 18 h	MT stabilize HCS	MT stabilize HCS Hoechst-high %	MT stabilize HCS cytotoxicity %	WT yeast gro inh	WT yeast gro inh mutant strain	Ins promoter up	Ins promoter up cell count
1	CC1(C(=O)N(CC(=O)NC2CCCC2)C2CCCC2)CC(=O)N=C2C=CC=CN21 (stereo not drawn)	6%	2.9%	i	-0.51	-0.29	0.34	0.61	-1.1	1142	i	24	3.2	1.6	5.5	-3	14	1.1	1052
2	Cc1nn(C)c(C(=O)N2CCN(C(=O)c3ccco3)CC2)c1[N+](=O)[O-]	-3%	0.0%	i	-0.16	-0.034	-0.2	0.18	-2.0	542	i	12	2.1	5.4	11	1	-10	0.27	1349
3	CCCc1cc2c(cc1NC(=O)c1ccc(C)cc1)OCO2	-3%	-1.0%	i	0.64	-0.2	0.97	-0.49	0.0	1305	i	19	2.6	1.2	3.0	-4	1	0.18	1533
4	NS(=O)(=O)c1ccc(NC(=O)COC(=O)c2ccc(Cl)cc2[N+](=O)[O-])cc1	-2%	-0.2%	i	1.4	-0.12	0.57	-0.45	1.4	1124	·	·	·	·	·	·	·	-0.08	1489
5	CCCc1nc(C)c(-c2ccc(OC)c(OC)c2)c(=O)[nH]1	0%	1.2%	i	-0.61	0.44	0.058	0.36	-2.8	1190	i	6	2.4	1.1	2.8	10	1	0.16	870
6	COc1ccc(-c2cccc(C3CC=CC4C3C(=O)N(Cc3ccccc3)C4c3cc(C)ccc3F)c2)cc1 (stereo not drawn)	22%	1.7%	i	1.7	-0.87	0.95	0.31	1.3	1042	·	·	·	·	·	·	·	·	·
7	CCCOc1c(OC)cccc1C1CC(=O)Nc2cc3c(cc21)OCO3 (stereo not drawn)	-3%	0.4%	i	0.87	-0.022	-0.24	-0.31	-0.7	1108	i	11	37*	25*	53*	5	10	0.11	1729
8	O=C(O)CC(CC(=O)Nc1ccc2ccccc2n1)c1ccccc1 (stereo not drawn)	4%	-1.0%	i	-0.46	-0.24	-0.27	0.24	-2.8	1134	·	·	·	·	·	·	·	0.01	1461
9	COc1cccc(/C=C2/SC(=S)N(CC(=O)Nc3nnc(C)s3)C2=O)c1	-7%	6.6%	i	-0.019	0.11	0.75	-0.17	-4.1	539	i	2	2.8	2.3	9.5	0	-5	0.18	1259
10	COc1ccc(-c2ccc(SCC(=O)c3ccccc3)nn2)cc1OC	1%	-0.2%	i	-0.3	-0.33	-0.0066	0.53	-0.2	1019	i	11	4.1	1.6	1.3	6	0	0.04	1202
11	COc1cccc(-c2csc(N3CCN(CC(=O)NNC(=O)c4ccc(Br)cc4)CC3)n2)c1	-18%	-3.7%	i	-0.058	-0.18	-0.18	0.54	1.1	888	i	12	4.1	1.1	3.0	0	3	0.58	1828
12	COc1cc(C(Nc2ccc(S(=O)(=O)N3CCC(C)CC3)cc2)C(=O)NCC2CCCO2)cc(OC)c1OC (stereo not drawn)	13%	-0.3%	i	-0.36	-0.25	0.69	0.15	-4.5	555	i	15	2.2	3.3	15	-5	-18	-2.6	589
13	Cc1cc(NC(=O)C(=O)NCc2cccc(Cl)c2)no1	2%	-1.0%	i	0.074	-0.25	0.49	0.54	-0.7	1242	·	·	·	·	·	·	·	-0.5	1159
14	CCCCC(=O)Nc1ccc(NC(=S)NC(=O)CC(C)C)cc1OC	-10%	-2.6%	i	-0.64	-0.31	-0.59	0.69	-1.5	901	i	-5	2.2	4.7	6.8	-10	6	0.73	1191
15	CC(=O)N1CCN(S(=O)(=O)c2cccc(C(=O)Nc3nc4c(s3)CCCC4)c2)CC1	-8%	4.0%	i	1.3	-0.3	0.88	-1.1	·	·	i	9	2.1	1.5	6.8	-1	7	-0.44	900
16	O=C(NCc1ccncc1)C(=O)NCc1ccco1	-7%	-0.9%	i	-0.48	-0.11	0.28	0.45	0.6	819	i	-9	2.2	2.1	5.7	-29	-35	1.8	1568
17	C=C1C(=O)[C@@]23[C@H](O)C[C@@H]4C(C)(C)CC[C@H](O)[C@@]4(C)[C@@H]2CC[C@@H]1[C@H]3O	-6%	0.9%	i	-5.5*	1.6*	-2.1*	-0.012*	·	·	i	79	25*	25*	27*	-12	-30	?	·
18	COc1ccc(C(C(=O)NCC2CCCO2)N(C(=O)CNC(=O)c2cccs2)c2ccc(C(C)=O)cc2)cc1OC (stereo not drawn)	-11%	-0.9%	i	0.23	-0.31	0.31	-0.065	-0.2	1558	i	7	1.4	1.3	4.0	6	5	0.47	1436
19	Cc1noc(C)c1C(=O)Nc1nc(-c2ccccc2Cl)cs1	-9%	0.7%	i	0.19	-0.28	-0.1	-0.3	-2.6	1092	i	-17	2.8	3.1	0.6	0	-5	0.33	1346
20	O=C(NCc1ccccn1)C1CC(c2ccc(Cl)c(Cl)c2)=NO1 (stereo not drawn)	0%	-1.0%	i	-0.31	-0.24	0.053	0.49	7.5	1248	i	18	2.6	1.3	5.3	2	4	0.52	1447
21	Cc1cccc(CN2CCN(C(c3ccccc3)c3ccc(Cl)cc3)CC2)c1 (stereo not drawn)	38%	-0.6%	i	-0.78	-0.13	-0.2	0.59	-0.5	554	i	11	4.4	3.6	11	66*	57*	·	·
22	CCS(=O)(=O)c1ccc(O)c(N2C(=O)C3C4C=CC(C4)C3C2=O)c1 (stereo not drawn)	34%	-2.9%	i	0.42	-0.18	0.27	-0.5	1.7	1145	i	-17	1.8	2.1	6.9	1	-5	0.58	1349
23	Cc1ccc(NS(=O)(=O)c2ccc(OCC(=O)NCc3ccncc3)cc2)cc1	-8%	-0.1%	i	0.2	-0.19	-0.017	-0.3	1.0	986	i	6	2.7	3.3	8.1	-19	5	0.61	1589
24	N#Cc1cc2c(nc1SCc1cccnc1)CCCC2	13%	-1.4%	i	0.35	-0.18	0.54	0.27	-4.0	929	i	22	2.0	2.0	3.7	22	30	0.34	1196
25	Cc1[nH]c2c(C)cccc2c1CCNS(=O)(=O)c1cccc([N+](=O)[O-])c1	-7%	-1.5%	i	-1.1	0.14	-0.69	0.56	-0.8	828	+	32*	4.7	1.8	9.7	5	5	·	·
26	O=C(Cc1n[nH]c(=O)c2ccccc12)OCC(=O)c1ccc2c(c1)OCCO2	6%	1.0%	i	-0.017	-0.063	0.62	-1.6	18	781	i	44	21*	60*	40*	0	-5	-0.68	751
27	Cn1cc(CN2CCC(CO)CC2)c(-c2ccc(Oc3ccccc3)cc2)n1	1%	1.1%	i	-0.065	-0.32	0.44	0.068	0.3	1530	i	6	3.0	1.1	6.2	-3	7	0.03	1467
28	CCOc1ccccc1N(CC(=O)N/N=C(\C)c1cccc(Br)c1)S(C)(=O)=O	6%	-2.9%	i	1.1	-0.27	0.36	0.33	-0.4	1547	i	3	1.5	1.6	3.5	-4	3	0.81	1474
29	COc1cccc(C(=O)NCC(=O)N2CCC(C)CC2)c1	-1%	0.7%	i	1.3	-0.19	0.34	0.22	-4.1	962	i	-56	3.7	1.5	4.1	-21	-1	-0.19	1505
30	CCN(CC)C(=O)CSc1nnc(-c2ccc(S(=O)(=O)NCc3ccccc3Cl)cc2)o1	31%	5.5%	·	1.1	-0.043	0.19	-0.072	-2.7	933	i	-8	1.9	1.6	7.2	11	11	0.7	1418
31	CN1CCOCCOCCN(C)C1=O	-1%	1.7%	i	-0.069	-0.27	-0.25	1.5	4.6	1276	i	-26	3.1	4.0	8.4	·	·	-0.53	980
32	CCN1C(=O)CC(C(=O)Nc2ccc(F)cc2)SC1=Nc1cccc(OC)c1 (stereo not drawn)	-4%	0.9%	·	0.33	-0.4	0.53	-0.5	-2.0	1398	i	10	3.1	1.5	11	17	1	-0.02	1363
33	COCCNc1nnc(SCC(=O)NNC(=O)c2ccccc2)s1	-5%	-0.8%	i	0.55	0.21	0.45	-0.51	0.2	1059	i	-2	5.9	2.2	4.6	-5	-26	-0.2	1279
34	CCOc1ccccc1-c1nc(C(N)=O)c2[nH]c(=O)n(-c3ccc(F)cc3)c2n1	2%	-0.8%	i	0.86	-0.25	0.83	-0.21	-1.2	1148	i	16	5.2	2.8	3.6	8	-3	0.9	960
35	COc1ccc([N+](=O)[O-])cc1NC(=O)Cc1c(Cl)cccc1Cl	-2%	0.0%	i	-0.9	-0.24	-0.56	0.23	-1.9	1093	i	1	4.8	3.2	6.8	-3	-5	-0.33	1399
36	Cc1ccc2[nH]c(=O)c(CN(Cc3nnnn3Cc3ccccc3)C3CCCC3)cc2c1	-3%	2.5%	i	1.2	0.014	1.4	-2.4	-0.7	1062	i	6	2.5	1.6	3.7	1	0	0.17	1267
37	CC(=O)OCC1OC(n2ccc3ccccc32)C(OC(C)=O)C(OC(C)=O)C1OC(C)=O (stereo not drawn)	9%	1.2%	i	-1.2	-0.27	-0.4	1.1	-0.4	1184	i	-13	2.6	1.7	6.5	-9	-42	0.08	845
